# MC4R antagonist – antagonists of human melanocortin 4 receptor (MC4R); MC4R-expressing cells, MTII-stimulated cAMP, LANCE TR-FRET; inhibition, % at 6.5 µM; hit rate 0.48% among 360,000; AID 540295;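 active = inhibition above its plate's cutoff, the mean of tested wells on that plate plus 3 SD, cut at about 29% in these data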;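 note: 0% = Melanotan II alone and 100% = Melanotan II plus saturating MCL0020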
# Target sequence (P32245 whole entry, looked up): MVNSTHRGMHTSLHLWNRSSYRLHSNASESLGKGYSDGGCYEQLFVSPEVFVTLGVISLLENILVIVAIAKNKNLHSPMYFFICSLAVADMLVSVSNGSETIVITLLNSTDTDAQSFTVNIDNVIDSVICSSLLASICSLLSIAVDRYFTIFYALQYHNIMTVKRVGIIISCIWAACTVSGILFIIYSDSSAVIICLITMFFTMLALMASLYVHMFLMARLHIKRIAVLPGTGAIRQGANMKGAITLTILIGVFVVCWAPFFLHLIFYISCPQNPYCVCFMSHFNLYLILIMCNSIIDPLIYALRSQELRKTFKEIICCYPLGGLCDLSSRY
#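 Assay system: human MC4R-expressing U2OS cells; reagent: Melanotan II stimulation of cells; dosing: 6.5 µM single dose; timing: compound 30 min, challenge 1 h, detection 1 h; signal: TR-FRET cAMP assay; replicates: one well per compound, no replicates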
# ABHD5-PLIN5 inh – ABHD5-PLIN5 protein interaction inhibition; Q00G26+Q8WTS1; Split G. princeps luciferase complementation, luminescence, 4 h; inhibition, % at 4 µM; hit rate 0.78% among 360,000; AID 602281;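 active = inhibition above the mean inhibition across every tested compound plus 3 SD, cut at about 22% in these data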;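 note: 0% = DMSO only wells and the 100% control is not disclosed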
# SRC2 inh – human SRC2 (NCOA2) inhibition; HEK293 GAL4-SRC2 luciferase reporter, luminescence; inhibition, % at 9 µM; AID 651957; Q15596; hit rate 0.17% among 370,000;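 active = inhibition above the mean inhibition of all tested compounds plus 3 SD, set per campaign, cut at about 52% in these data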;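 note: 0% = DMSO treated cells and 100% = cells given Gossypol at 36 µM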
# NR5A2 inv ag – suppresses constitutive activity of human LRH-1; HEK293T StAR-luciferase reporter, LRH-1 transfected, 24 h; inhibition, % at 3.6 µM; hit rate 0.13% among 360,000; AID 602396;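 active = inhibition above the mean inhibition of all tested compounds plus 3 SD, cut at about 73% in these data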;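 note: 0% = DMSO wells and 100% = reporter-only cells lacking LRH-1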
# Target sequence (O00482 whole entry, looked up): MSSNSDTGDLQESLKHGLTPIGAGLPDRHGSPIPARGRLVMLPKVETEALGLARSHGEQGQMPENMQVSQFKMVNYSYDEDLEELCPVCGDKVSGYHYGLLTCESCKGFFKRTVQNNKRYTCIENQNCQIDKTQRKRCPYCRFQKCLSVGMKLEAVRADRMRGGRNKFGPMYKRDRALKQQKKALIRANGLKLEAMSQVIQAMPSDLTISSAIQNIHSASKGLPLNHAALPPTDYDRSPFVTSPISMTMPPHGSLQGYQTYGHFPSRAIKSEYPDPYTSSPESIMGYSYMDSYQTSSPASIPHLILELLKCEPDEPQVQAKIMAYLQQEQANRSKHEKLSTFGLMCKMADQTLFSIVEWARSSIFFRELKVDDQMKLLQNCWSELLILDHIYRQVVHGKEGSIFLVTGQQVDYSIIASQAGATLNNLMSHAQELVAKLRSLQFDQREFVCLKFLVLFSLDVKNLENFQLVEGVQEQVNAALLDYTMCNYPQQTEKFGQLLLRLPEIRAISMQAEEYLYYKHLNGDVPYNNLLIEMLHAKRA
# NOD2-RIPK2 inh – NOD2-RIPK2 protein interaction inhibition. O43353. CHO BLA complementation NOD2-RIPK2, CCF4 ratio. inhibition, % at 4.98 µM. hit rate 0.38% among 360,000; in the data active = inhibition above about 21%;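 note: 0% = vehicle only and 100% = reference blocker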
# EBV LMP1 NFkB – inhibitors of Epstein-Barr LMP1-induced NF-kappaB reporter; inhibition, % at 12.5 µM; LMP1-induced NF-kappaB luciferase reporter cells, luminescence; AID 504558; hit rate 0.69% among 350,000; in the data active = inhibition above about 41%;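 note: 0% = neutral control wells and 100% = reference inhibitor control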
# NR2F2 inh – NR2F2 (human) inhibition, primary screen. inhibition, % at 8.6 µM. hit rate 0.7% among 370,000. HEK293T NGFI-A luciferase reporter, luminescence. P24468;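 active = inhibition above a per-plate cutoff, mean inhibition of test wells between control levels plus 3 SD, cut at about 38% in these data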;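 note: cells cotransfected with COUP-TFII expression vector driving the NGFI-A reporter; 0% = median of COUP-TF2 test wells and 100% = reporter-only cells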
# NCOA3 inh – human NCOA3 inhibition | HEK293 GAL4-SRC3 luciferase reporter, luminescence | inhibition, % at 3.6 µM | hit rate 0.17% among 360,000;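 active = inhibition above a per-campaign cutoff, the mean of all compounds plus 3 SD, cut at about 60% in these data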;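 note: 0% = DMSO-treated cells and 100% = gossypol-treated cells at 36 µM; higher means less SRC3-driven luciferase light from the GAL4 reporter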
# NCOA1 inh – inhibitors of human steroid receptor coactivator 1 (SRC1) | hit rate 0.12% among 360,000 | AID 588354 | inhibition, % at 3.6 µM | Q15788 | HEK293 GAL4-SRC1 luciferase reporter, luminescence;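 active = inhibition above the campaign mean plus 3 SD, with each screening campaign given its own cutoff, cut at about 60% in these data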;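 note: 0% = DMSO treated cells and 100% = gossypol at 36 µM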
# TLR9-MyD88 block – blocks human TLR9 binding to MyD88; CHO BLA complementation TLR9-MyD88, CCF4 FRET ratio; inhibition, % at 4.98 µM; hit rate 0.21% among 340,000;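 active = inhibition above the mean over all tested compounds plus 3 SD, cut at about 21% in these data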;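 note: 0% = DMSO only wells and 100% = clavulanate BLA inhibitor control wells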
# MC4R barr agon – human MC4R agonism via beta-arrestin; hit rate 0.98% among 360,000; activation, % at 8.9 µM; P32245; U2OS MC4R beta-arrestin complementation, luminescence; percent of melanotan II response, DMSO zero;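 active = activation above a per-plate cutoff, the mean activation of sample wells on that plate plus 3 SD, cut at about 8% in these data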
# * = called active by the depositor; nt = no result given. This is a subset; rates above refer to the full screens.
# The line under a structure holds: MC4R antagonist, ABHD5-PLIN5 inh, SRC2 inh, NR5A2 inv ag, NOD2-RIPK2 inh, EBV LMP1 NFkB, NR2F2 inh, NCOA3 inh, NCOA1 inh, TLR9-MyD88 block, MC4R barr agon
[1] COc1ccc(COc2ccc(C3C(S(=O)(=O)c4ccccc4)CON3C)cc2OC)cc1 (stereo not given)
    8, 1, 9, -1, -8, 3, 2, 25, 11, -14, -2.6
[2] CCc1ccc(C(=O)Nc2ccc(OC)c(S(=O)(=O)N3CCCCC3)c2)cc1
    -9, -8, 30, 23, -10, 19, 58*, 20, 10, -6, -2.6
[3] COc1ccc(C)cc1NC(=O)CN1CCCC1c1ccc2c(c1)OCCCO2 (stereo not given)
    7, 3, 4, 4, -1, -4, 19, 22, 0, -13, 0.5
[4] Cc1nc(N)nc(N)c1CCCc1ccc(Cl)c(Cl)c1
    1, 13, 2, 21, -1, -8, -1, 25, 24, -4, 3.2
[5] CC(C)CSc1nnc2c3ccccc3n(C)c2n1
    14, 0, -41, -97, -12, -45, -37, -85, -91, -4, 6.6
[6] O=C(COc1coc(CN2CCCc3ccccc32)cc1=O)Nc1ccc([N+](=O)[O-])cc1
    -1, 17, -25, 19, 7, -2, -11, -1, 0, 9, -0.2
[7] O=[N+]([O-])c1ccc(N2CCOCC2)cc1NCc1ccccc1
    9, 4, -35, -5, -6, -27, 4, -24, -5, 1, -0.1
[8] Cc1onc(-c2ccccc2)c1C(=O)N1CCN(c2ncccn2)CC1
    5, 5, 13, -11, 2, -2, 19, 8, 2, -5, -1.2
[9] O=C1OC2CCC1(c1ccccc1)C2 (stereo not given)
    3, 4, -1, 1, 1, 5, -3, 17, -8, -17, 0.6
[10] Cn1nc(C(=O)OCC(=O)N2CCc3ccccc32)c2ccccc2c1=O
    -4, -5, -19, 21, -6, -8, -2, 15, 0, 0, -0.8
[11] O=C(O)[C@H]1CCCC[C@H]1C(=O)Nc1cc([N+](=O)[O-])ccc1F
    18, -1, 4, -2, 10, -13, 2, 3, -5, 1, -1.7
[12] Cc1ccc2oc(=O)c(/C=C(\O)c3sc(C)nc3C)nc2c1
    1, -2, -3, -16, 0, -1, 11, 25, 0, -2, 3.3
[13] CCOC(=O)C1CCN(S(=O)(=O)c2ccc3[nH]c(=O)c(=O)[nH]c3c2)CC1
    4, -2, 0, 10, -2, -9, -7, 7, 0, 1, -0.1
[14] Cc1cccc(OCC(=O)N(Cc2cccs2)C2CCS(=O)(=O)C2)c1C (stereo not given)
    6, 8, -15, -12, 0, -1, -14, -7, -11, -9, -0.7
[15] CC(C)(C)c1ccc(OC(=O)Cn2c(C(F)(F)F)nc3ccccc32)cc1
    1, 1, -10, 11, -3, 0, 12, -17, 1, 15, 2.8
[16] Nc1nn(-c2ccccc2)c(N)c1N=Nc1ccccc1F
    -17, 12, -16, -156, -11, -1, -27, -86, -134, -7, -1.5
[17] Cn1c(=O)c2c(nc(NC3CCCCC3)n2Cc2ccccc2)n(C)c1=O
    3, -2, -1, 0, -12, 6, 6, -25, 2, 0, 1.2
[18] CSc1ccc(CN(C)CC(=O)NCCc2ccccc2)cc1
    3, 5, 19, -16, 6, -18, 4, -10, -3, 2, -1.5
[19] O=C(NC(=S)NC1CC1)c1cccnc1
    4, 4, 21, -3, -6, 4, 3, 12, 9, -15, -0.1
[20] CCOc1ccccc1C(=O)NCC(=O)NNC(=O)CN(C)S(=O)(=O)c1ccc(Cl)cc1
    -1, -2, -3, -14, -8, 6, 14, 11, 13, 2, 2.3
[21] CN(Cc1ccccc1)C(=O)CCC1CCN(S(C)(=O)=O)CC1
    8, -4, -10, 4, 0, 7, -11, 2, -30, -6, -0.5
[22] CC1(C)CC2CC(C)(CN2C(=O)c2ccccc2)C1 (stereo not given)
    8, 2, 5, -3, -5, -1, 22, -6, -13, 4, -2.3
[23] O=C(CSC1=NCCS1)Nc1cccc(F)c1
    8, -15, 20, -8, -7, 2, 8, 15, -11, -3, -0.8
[24] COc1ccc(S(=O)(=O)N2CCC[C@H]2C(=O)N2CCC[C@H]2C(=O)NCc2ccccc2)cc1C
    nt, 3, -10, -9, -6, nt, -8, nt, nt, nt, nt
[25] O=C(c1ccc(N2CCOCC2)c([N+](=O)[O-])c1)N1CCCCC1
    -3, 6, 3, -15, -4, 10, 7, 8, 6, 1, -1.4
[26] COc1ccc(OC)c(/C=N\NC(=O)CC(=O)NCCc2ccccc2)c1
    1, 2, -2, 9, -6, -3, 16, 0, -9, -8, 0.0
[27] CCOc1ccc(S(=O)(=O)N2CCN(C3CC(=O)N(c4cccc(C(C)=O)c4)C3=O)CC2)cc1 (stereo not given)
    7, -6, 12, -17, 2, -3, 13, -3, -3, -7, -0.4
[28] CC1CCCC(C)N1NC(=S)Nc1ccc(OC(F)F)cc1 (stereo not given)
    2, -8, 8, 2, 9, 6, -11, -1, 11, -5, -0.6
[29] CCCCN(CC)CCCNC(=S)Nc1ccc2nc(N3CCN(CC)CC3)cc(C)c2c1
    0, 0, -23, 4, 18, -19, 9, 5, 1, 10, -1.8
[30] CCC(=O)c1coc2ccc(O)cc12
    0, -7, 10, -8, 6, 30, -4, -2, -12, -1, 0.3
[31] c1ccc(CCn2nnc3ccccc32)cc1
    4, -1, -34, -82, 1, -15, -15, -64, -108, 3, -0.6
[32] CCS(=O)(=O)N1CCN(C2CCC(C)CC2)CC1 (stereo not given)
    -8, 6, -12, 22, -3, -8, 13, -5, -12, 10, 1.2
[33] NS(=O)(=O)c1ccc(CCNc2nc(C(F)(F)F)nc3ccccc23)cc1
    -4, 2, 16, 11, -19, 8, 47*, 15, -1, -8, -0.7
[34] O=C(CCC(=O)N1CCOc2ccc(Cl)cc21)NCCCN1CCN(Cc2ccccc2)CC1
    6, -7, 12, 5, 7, -19, 3, 1, 4, 4, 0.9
[35] CCCn1c(SCC(=O)NCc2ccc(F)cc2)n[nH]c1=O
    6, -2, -17, -12, 0, -4, 10, 9, 5, -2, -2.7
[36] COc1cc(/C=C2/C(=O)ON=C2c2ccccc2)ccc1O
    1, -3, -21, 10, -7, -8, 19, -8, -14, -8, -1.1
[37] O=C(c1cc(-c2ccncc2)nc2ccccc12)N1CCN(c2ccccc2O)CC1
    4, 8, 12, -1, 2, 16, 10, 14, 1, 0, -2.4
[38] COc1ccc(CNC(=O)C(NS(=O)(=O)c2cccc3nsnc23)C(C)C)cc1 (stereo not given)
    -4, 4, 1, 3, -2, 0, 23, -4, 9, -7, -2.1
[39] Cc1cc(Br)ccc1N=C1NC(=O)CS1
    20, -13, -1, -13, -9, 0, -19, -4, -10, -5, 0.5
[40] C[C@@H](C(=O)OCn1nnc2ccccc2c1=O)N1C(=O)C2CCCCC2C1=O (stereo not given in full)
    8, 1, -8, 3, -1, -1, 6, 4, -21, 3, -1.3
[41] C/C(=N\OC(=O)c1ccc(Br)cc1)c1ccccn1
    16, 2, -17, -2, -4, -3, 8, 6, 2, -22, -0.2
[42] CCOC(=O)Cn1c(=O)oc2cc(S(=O)(=O)Nc3cc(Cl)ccc3OC)ccc21
    18, 2, -17, 19, -12, -2, -4, -2, 1, -14, -0.2
[43] O=C1CC(c2ccccc2)Oc2ccc(Cl)cc21 (stereo not given)
    -3, 5, -29, 17, -13, -11, 0, -7, -3, -4, -1.7
[44] COc1ccccc1N1CCN(C(=O)c2c(-c3c(F)cccc3Cl)noc2C)CC1
    14, -2, -6, -25, -2, -12, 9, -15, -25, -3, 1.3
[45] CCc1cccc2c1NC1(CCCC1)CC2C (stereo not given)
    -7, 2, -17, -9, -12, 1, -4, 19, 1, 6, 2.1

# (continued)
cpd	SMILES	MC4R antagonist	ABHD5-PLIN5 inh	SRC2 inh	NR5A2 inv ag	NOD2-RIPK2 inh	EBV LMP1 NFkB	NR2F2 inh	NCOA3 inh	NCOA1 inh	TLR9-MyD88 block	MC4R barr agon
46	CC(C)(C)C1CCC(=NNC(=O)CN(c2ccccc2)S(C)(=O)=O)CC1 (stereo not given)	5	2	-12	-18	0	0	2	7	-16	11	-0.7
47	COc1ccc([N+](=O)[O-])cc1NC(=O)Nc1ccccc1	-8	12	25	24	4	16	7	21	7	-1	-1.6
48	C[C@H](CO)N1C[C@H](C)[C@@H](CN(C)S(=O)(=O)c2cccs2)Oc2ccc(NS(=O)(=O)c3ccccc3)cc2C1=O	8	-6	5	-5	-6	5	8	1	-10	-2	1.4
49	O=C(O)CC/C(=N\NC(=O)CNC(=O)c1cccc(Cl)c1)c1ccccc1	-4	-3	-7	-3	-4	-5	1	16	4	3	-0.6
50	O=S(=O)(CC12C3C4C5C1C2C(Br)(C43)C51OCCO1)c1ccccc1 (stereo not given)	11	4	1	1	-6	-15	-7	19	-6	-8	-2.0
51	CCc1cccc(OCC(=O)Nc2c[nH]c(=O)[nH]c2=O)c1	11	-1	0	-1	-5	1	-11	5	12	-8	-1.5
52	Cc1ccccc1C(=O)Nc1nnc(-c2ccco2)s1	-2	2	-41	-108	-9	36	-58	-63	-79	8	-1.4

# Assay outcomes (PubChem)
